MEKK2mut PB1 HTS = signal of MEK5 binding to mutant human MEKK2 PB1 domain; 0.35% of 290,000 active; percent response, % at 10 µM; bead flow cytometry, Alexa488-MEK5 binding to MEKK2 mutant; in the data active means percent response above about 24%, passing the limit was not always enough; further: inactives centre near 1; some results filed as inactive read as strong as hits
GPR7 antagonist = human neuropeptides B/W receptor 1 antagonism; AID 1861; GPR7-expressing cells, fluorescence antagonist assay; 1.1% of 290,000 active; inhibition, % at 4.4 µM; P48145; in the data active means inhibition above about 16%, passing the limit was not always enough;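 further: cells stimulated with the agonist NPW; 0% = agonist with vehicle and 100% = vehicle without agonist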
MEKK2wt PB1 HTS = raises or lowers MEK5 binding to wildtype human MEKK2 PB1 domain | 1.1% of 290,000 active | Q9Y2U5 | bead flow cytometry, Alexa488-MEK5 binding to MEKK2 WT; actives lie on both sides | binding response (% of control), % at 10 µM; in the data active means binding response below about 67% or above about 130%
M18AAP inhibitor = blocks P. falciparum M18 aspartyl aminopeptidase. recombinant PfM18AAP, H-Glu-NHMec fluorogenic cleavage. inhibition, % at 7.35 µM. 1.2% of 290,000 active;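 active means inhibition above the campaign mean inhibition over all tested compounds plus 3 SD, cut at about 28% in these data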;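 further: 0% = plate median of test compound wells and 100% = 2 mM ZnCl2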
V1R ag counter = counter-screen for oxytocin receptor agonists: human V1a receptor agonists; CHO-V1R cells, Fluo-8 calcium fluorescence, agonist mode; 0% DMSO, 100% 3 nM vasopressin; P37288; 0.25% of 320,000 active; activation, % at 3 µM;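 active means activation above the mean activation of all tested compounds plus 3 SD, per screening run, cut at about 20% in these data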;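 further: signal is peak over basal fluorescence ratio across a 100 second FLIPR read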
Target sequence (P37288 whole entry, looked up): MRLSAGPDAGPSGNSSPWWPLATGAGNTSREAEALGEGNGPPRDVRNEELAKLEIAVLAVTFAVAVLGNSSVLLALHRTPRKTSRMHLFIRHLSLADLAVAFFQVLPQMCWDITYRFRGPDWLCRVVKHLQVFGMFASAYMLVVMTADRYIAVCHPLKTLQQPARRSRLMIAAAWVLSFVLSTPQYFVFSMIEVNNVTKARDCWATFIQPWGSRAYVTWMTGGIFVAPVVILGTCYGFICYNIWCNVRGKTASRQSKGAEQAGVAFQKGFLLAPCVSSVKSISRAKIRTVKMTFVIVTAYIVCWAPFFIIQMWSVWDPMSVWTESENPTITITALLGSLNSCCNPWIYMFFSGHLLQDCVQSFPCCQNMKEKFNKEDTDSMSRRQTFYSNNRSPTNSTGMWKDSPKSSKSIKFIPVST
OXTR potentiate = potentiates the human oxytocin receptor response. P30559. CHO-OTR cells, Fluo-8 calcium fluorescence, potentiator mode; 0% = oxytocin EC15, 100% = EC100. activation, % at 3 µM. 0.061% of 320,000 active;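 active means activation above that plate's cutoff, the mean activation of tested compounds plus 3 SD, cut at about 6.6% in these data, passing the limit was not always enough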;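 further: 100% uses oxytocin at 75 nM as the full agonist control; some results filed as inactive read as strong as hits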
Target sequence (P30559 whole entry, looked up): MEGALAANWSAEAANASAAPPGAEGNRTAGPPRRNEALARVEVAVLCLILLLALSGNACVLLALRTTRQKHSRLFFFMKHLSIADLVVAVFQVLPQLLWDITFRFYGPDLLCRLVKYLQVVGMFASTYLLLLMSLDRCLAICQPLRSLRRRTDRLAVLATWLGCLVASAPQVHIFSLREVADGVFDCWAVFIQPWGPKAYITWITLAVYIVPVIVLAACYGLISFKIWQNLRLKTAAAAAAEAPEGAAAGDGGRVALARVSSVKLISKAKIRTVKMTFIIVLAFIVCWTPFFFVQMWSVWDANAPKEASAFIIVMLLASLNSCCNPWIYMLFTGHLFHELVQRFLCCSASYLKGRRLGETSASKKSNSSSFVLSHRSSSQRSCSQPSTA
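Material: CHO-OTR cells, human receptor; compound dosing: single dose, 3.0 µM nominal final compound concentration; schedule: 6 min compound pre-incubation at room temperature, 100 s kinetic read; measured by: kinetic Fluo-8 calcium fluorescence; read-out basis: % activation vs EC15 and EC100 oxytocin; controls: EC15 oxytocin alone as 0%, 75 nM oxytocin as 100%; replicates: singlicate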
GalR3 antag = blocks the human galanin receptor 3; O60755; HEK293 GalR3-CNG cAMP membrane potential fluorescence; galR3 body fused to GalR1 C-terminus; inhibition, % at 3 µM; 0.44% of 360,000 active; AID 651719;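 active means inhibition above the screen-wide average plus 3 SD, cut at about 13% in these data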;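 further: forskolin and galanin both at EC90 stimulate the cells; cAMP rise reported by CNG channel membrane potential dye signal; 0% = forskolin plus galanin with DMSO and 100% = forskolin alone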
NALP1 yeast inh = NALP1 inhibition; inhibition, % at 10 µM; AID 2071; 0.61% of 280,000 active; S. cerevisiae NALP1/ASC/caspase-1 growth, X-gal OD620, 72 h; in the data active means inhibition mostly above about 24%, no sharp cut-off; inactive means mostly below about 32%; further: some compounds called inactive have numbers as strong as hits
OXTR ag = agonists of human oxytocin receptor; P30559; CHO-OTR cells, Fluo-8 calcium fluorescence; normalized: DMSO 0%, oxytocin 100%; activation, % at 3 µM; 0.32% of 320,000 active; AID 2435;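 active means activation above the mean of all tested compounds plus 3 SD, cutoff set per screening run, cut at about 20% in these data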;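 further: peak over basal fluorescence ratio from a 100 s FLIPR kinetic read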
* = called active by the depositor; / = no result given.

Screens in order – MEKK2mut PB1 HTS, GPR7 antagonist, MEKK2wt PB1 HTS, M18AAP inhibitor, V1R ag counter, OXTR potentiate, GalR3 antag, NALP1 yeast inh, OXTR ag
> CN1C(=O)C(C)(C)c2cc(S(=O)(=O)N3CCN(c4cccc(Cl)c4)CC3)ccc21
    0, 7, 97, 0, -0.1, -10, -3, 13, -1.5
> C=C(C)c1cccc(C(C)(C)NC(=O)N2CCN(c3ncccn3)CC2)c1
    6, -3, 106, 5, -1.4, -13, -4, /, -1.1
> CC(=O)Nc1cccc(NC(=O)c2csc(C)c2)c1
    8, -13, 110, -6, -0.6, 3, 0, 1, -0.6
> CCOC(=O)N/N=C/c1cn(Cc2ccccc2Cl)c2ccccc12
    -3, 4, 97, -5, 0.3, -4, 0, 21, -0.4
> CCOc1ccc(C(=O)CCC(=O)NC(C)C(=O)OC)cc1 (stereo unspecified)
    -3, 0, 95, -8, 0.1, 2, -7, -2, 0.5
> CC(=O)Nc1ccc(S(=O)(=O)N(C)CC(=O)OCC(=O)Nc2cc(C)on2)cc1
    /, /, /, /, 0.6, 1, -3, /, 0.3
> Cc1cccc(C(=O)CC(=O)c2cc(Cl)ccc2O)c1
    5, -6, 121, 5, -1.8, -12, /, 22, -1.7
> O=C(O)c1nccnc1C(=O)Nc1ccccc1-c1ccccc1
    -5, -10, 102, 5, -1.4, -2, -4, /, -1.5
> O=C(Cc1ccc(Cl)cc1)N1CCc2ccccc2C1
    /, /, /, /, 0.0, -13, -3, /, -3.5
> COc1ccc(-c2csc(NC(C)c3nc4cc(Cl)c(N5CCCCC5)cc4n3CCCO)n2)cc1 (stereo unspecified)
    2, /, 106, /, 0.6, -8, -1, /, -1.7
> C/C(=C\C(=O)c1ccc(Cl)cc1)NCc1ccc2c(c1)OCO2
    3, 4, 103, -7, 2.4, -7, -5, 15, -0.7
> Cc1ccc(NC(=O)c2cccnc2)cc1S(=O)(=O)N1CCOCC1
    /, /, /, /, 0.1, -3, 2, /, -0.1
> CC(C)NC(=O)c1ccc(Cl)cc1Cl
    -2, 5, 96, -8, 0.2, 4, -3, 3, -0.1
> N=C(c1ccc([N+](=O)[O-])cc1)N1CCCCC1
    -6, 11, 92, -11, 0.6, 1, 2, 5, 0.9
> CCOc1cc2ccccc2cc1C(=O)Nc1ccccn1
    2, -31, 108, 14, -0.3, -5, -9, /, -2.7
> Cc1cc(C)cc(OCCNC(=O)CCc2ccccc2)c1
    2, 1, 97, -15, -0.9, -1, -8, 13, -2.0
> O=C(COc1cc2oc(=O)c3c(c2cc1Cl)CCC3)NCc1ccccn1
    -4, 26, 98, 4, 1.5, -1, /, 22, -0.3
> Cc1ccc(C(=O)COC(=O)C(C)N2C(=O)C3C4C=CC(C4)C3C2=O)cc1 (stereo unspecified)
    -3, 8, 99, -1, 1.9, -5, -1, 28, -0.1
> CCOC(=O)c1cc(-c2ccccc2)sc1NC(=O)CC
    2, -11, 102, 2, -0.2, -10, 1, 35, -2.8
> Cc1nc(Nc2ccc3c(c2)OCCO3)c2nnn(Cc3ccccc3Cl)c2n1
    5, 4, 98, 8, -0.1, -5, -5, 1, -0.4
> CCN(C(=O)COc1nc(C)cc(C)c1C#N)c1ccccc1
    6, -5, 107, 15, 0.5, -4, -8, -27, 0.1
> O=C(NCCN1CCOCC1)c1cc2cc([N+](=O)[O-])ccc2s1
    -6, -10, 94, 6, 3.8, 1, -7, 14, 3.1
> Cc1ccc(/C=C/C(=O)Nc2ccc(Oc3ccccc3)cc2)o1
    2, 6, 104, -18, -0.1, -1, 1, 32, 0.5
> O=C(CNC(=O)c1ccco1)NCC(=O)OCc1cccc(Cl)c1
    3, -7, 106, 0, 1.4, -7, -2, -3, -0.6
> CCN1CCC(NC(=O)Nc2cc(Cl)ccc2OC)CC1
    -6, -5, 97, -12, -0.5, -7, -4, 27, 0.3
> Cc1nc(NC(=O)c2ccccc2)sc1-c1csc(Nc2ccc(Cl)cc2Cl)n1
    2, -7, 98, -9, 0.2, -2, /, 3, -0.3
> CC(=O)COc1cc(C)cc2oc(=O)c(C)c(C)c12
    11, -6, 106, -7, 0.2, -9, -5, -3, -1.3
> CC(=O)c1cccc(NC(=O)CSCc2ccc(Br)cc2)c1
    -7, 21, 71, 3, 2.8, -13, -2, 23, 1.7
> COc1ccc(NC(=O)N2CCCC(C(=O)Nc3cccc(C)c3C)C2)cc1 (stereo unspecified)
    -4, -3, 102, 1, 0.2, -4, -5, 2, 0.1
> COC(=O)c1ccc(C23CC4(C2)[C@H](CN(C)[C@@H]4c2ccccc2)C3c2ccc(Cl)nc2)cc1 (stereo partly specified)
    5, /, 111, /, -0.3, -4, -6, /, -0.7
> Cc1ccc(-c2ccnc3cc(C)nn23)cc1
    4, -11, 105, -5, -1.4, -17, -10, 13, -1.8
> Cc1oc(-c2ccc(Cl)cc2)nc1CS(=O)CC(=O)NC1CC1 (stereo unspecified)
    2, -13, 101, -4, 0.4, 1, 0, 15, -0.8
> Cc1cc(C)cc(NC(=O)Oc2ccccc2N2CCCCC2)c1
    -17, -12, 96, -13, 0.0, -17, -3, /, -0.1
> N#CCCN(C(=O)COC(=O)c1ccc2c(c1)NC(=O)CS2)c1ccc2c(c1)OCCO2
    -3, -6, 98, 2, 3.5, -5, 4, 12, 2.0
> CC(C)C(NC(=O)c1c(F)cccc1F)C(=O)N1CCN(c2ncccn2)CC1 (stereo unspecified)
    /, /, /, /, 1.8, -3, -7, /, 2.9
> Cc1ccc(S(=O)(=O)N2CCN(C(=O)C3CC(=O)N(c4ccc5c(c4)OCCO5)C3)CC2)cc1 (stereo unspecified)
    /, /, /, /, 3.8, -8, -5, /, 1.6
> CCOc1ccc(Oc2cc(NC(=O)c3ccco3)cc([N+](=O)[O-])c2)cc1
    /, -13, /, -9, -0.4, -5, -12, 1, -1.4
> C[C@@H]1COC(=O)[C@@H](CC(=O)OC(C)(C)C)C/C=C\C[C@H](CC(=O)N(CCO)Cc2ccccc2)C(=O)N1
    /, /, /, /, 1.4, 4, -3, /, 0.6
> CC1(C)OC(=O)N2CCc3ccccc3C21C (stereo unspecified)
    8, -10, 102, -6, 0.6, -14, -3, -5, 0.5
> O=C(CNC1CCCCCC1)Nc1ccc(S(=O)(=O)NC2CC2)cc1
    2, 9, 105, -1, 2.9, -8, -4, 30, 6.3
> Cc1ccc(-c2nc(CN3CCCC(C(=O)N4CCOCC4)C3)c(C)o2)cc1 (stereo unspecified)
    4, -15, 103, 5, -2.1, 3, 0, 3, -1.5
> CC1(C)CC(=O)C/C(=N/Nc2nc3ccccc3s2)C1
    -2, -7, 99, 9, -0.2, 1, -1, -20, 0.3
> Cc1cccc(Nc2nnc(SCC(=O)NCc3cccs3)s2)c1
    12, -20, 115, -2, -0.5, -27, -5, -2, -2.6
> CC1CCc2c(sc3ncn(CC(=O)N=Nc4c(O)[nH]c5ccccc45)c(=O)c23)C1 (stereo unspecified)
    -17, -11, 87, -1, -1.1, 3, -4, /, -0.2
> CCN(CC)CCNC(=O)Cn1c(=O)c2cccn2c2ccc(F)cc21
    8, -14, 108, 0, /, /, -8, 30, /
> CCN(CC)C(=O)C(=O)c1cccn1-c1cccc(Cl)c1C#N
    -3, -2, 97, -2, 1.2, -5, 2, -13, 1.8
> Cc1cnc(NC(=O)c2ccc(F)c(S(=O)(=O)N3CCOCC3)c2)s1
    /, /, /, /, 2.0, -5, -4, /, 1.5
> CC(=O)c1cccc(CN2CCN(Cc3ccc(C)cc3)C(CCO)C2)c1 (stereo unspecified)
    -3, -1, 99, -2, 0.5, -2, 5, 9, 1.8
> CCCCn1ccnc1C(=O)c1cc(S(=O)(=O)N2CCOCC2)ccc1C
    2, 2, 104, -9, 6.8, -10, -9, 0, 8.2
> Cc1ccn2cc(CCNC(=O)C3CCCCC3)nc2c1
    11, 2, 111, -13, -0.2, -6, /, 28, 0.4
> O=C1CC(c2c[nH]c3ccccc23)C(=O)N1c1ccccc1 (stereo unspecified)
    -1, 1, 111, -5, 2.2, -10, -1, 0, 2.3
> CCCN1C(=O)c2cc(C(=O)Nc3ccc(OC)cc3OC)ccc2C1Nc1ccc(OC)cc1OC (stereo unspecified)
    -2, -9, 93, 2, -0.4, -7, -3, -11, -1.9
> O=C(COc1ccccc1Cl)NC(=S)Nc1ccc(CN2CCOCC2)cc1
    2, 1, 107, 2, 7.0, -14, -1, 23, 12
> Cc1cc(C)c(C#N)c(SCC(O)COc2ccc(Br)cc2)n1 (stereo unspecified)
    -4, -7, 95, -1, 2.5, -11, -2, 1, 0.9
> C[C@@H]1NC(=O)OC1c1ccco1 (stereo partly specified)
    /, /, /, /, 0.8, 6, -4, /, 1.6
> Cc1ccc(OCc2nc3ccccc3n2C)cc1
    -2, 6, 103, 0, -1.4, 6, -9, 33, -0.1
> COc1cc(/C=N/NC(=O)Cn2nc([N+](=O)[O-])cc2C)cc(Br)c1OCc1ccccc1
    2, -1, 110, 6, 0.1, -13, -4, 6, -0.5
> COc1ccc(OC)c(C(=O)N2CCC(n3nccc3NC(=O)CC(C)C)CC2)c1
    -2, 6, 97, 1, 0.6, -7, -8, 19, -0.2
> COc1ccc(NC(=O)c2ccc(C)cc2)cc1
    3, -4, 104, -1, 0.3, -13, -10, 6, -1.9
> CCC12CN3CCN(CC(C3)/C1=N\NC(=O)Nc1ccccc1)C2
    1, -9, 108, 3, 0.2, -8, -4, 13, -0.8

Next entries follow:
Screens in order – MEKK2mut PB1 HTS, GPR7 antagonist, MEKK2wt PB1 HTS, M18AAP inhibitor, V1R ag counter, OXTR potentiate, GalR3 antag, NALP1 yeast inh, OXTR ag
> O=C(Cc1cccc(NC(=O)C2CCN(C(=O)C3CCC3)CC2)c1)Nc1cccc(C(=O)N2CCCC2)c1
    /, /, /, /, 1.5, -1, -2, /, -1.1
> CC(C)(C)c1ccc(C(=O)NNC(=O)Cc2ccccc2)cc1
    0, -3, 99, 4, 1.1, -3, -2, 19, 0.5
> Cc1ccc(OCC(=O)NCCS(=O)(=O)N2CCN(c3ccccc3)CC2)cc1
    /, /, /, /, 1.1, 0, -3, /, 0.2
> C=CCC1(CC=C)CCCN1C(=O)C1CCC(=O)N(CCc2ccc(Cl)cc2)C1 (stereo unspecified)
    -1, -2, 100, -1, 2.5, -9, -11, 5, -0.1
